# STK33 kin inh: blocks human STK33 kinase activity. ADP-Glo luminescence, MBP substrate. inhibition, % at 12.5 µM. actives 0.44% (n = 27,000). AID 2322; in the data active = inhibition above about 20%
# Target sequence (Q9BYT3 whole entry, looked up): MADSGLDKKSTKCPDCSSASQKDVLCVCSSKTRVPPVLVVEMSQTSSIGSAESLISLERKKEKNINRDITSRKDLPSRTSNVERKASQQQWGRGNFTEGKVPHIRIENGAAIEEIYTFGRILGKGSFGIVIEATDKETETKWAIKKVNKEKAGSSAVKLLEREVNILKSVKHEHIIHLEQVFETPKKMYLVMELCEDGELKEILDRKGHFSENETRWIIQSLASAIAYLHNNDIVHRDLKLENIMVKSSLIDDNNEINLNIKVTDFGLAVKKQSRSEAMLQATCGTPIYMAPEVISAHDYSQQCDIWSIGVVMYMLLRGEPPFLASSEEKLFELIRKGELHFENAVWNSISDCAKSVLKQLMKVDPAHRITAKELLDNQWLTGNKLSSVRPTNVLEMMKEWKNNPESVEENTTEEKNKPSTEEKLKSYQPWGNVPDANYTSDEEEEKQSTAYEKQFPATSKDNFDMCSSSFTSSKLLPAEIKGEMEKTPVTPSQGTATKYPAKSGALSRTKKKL
# p53 PUMA act: restores mutant p53 pathway signaling in SW480 cells | activation, % at 9.98 µM | SW480 PUMA-promoter luciferase, p53 mutant reactivation | actives 1.5% (n = 28,000) | AID 624151; in the data active = activation above about 52%
# * = called active by the depositor; x = not tested or not shown. An excerpt; count on the stated rates, not on these rows.
SMILES,STK33 kin inh,p53 PUMA act
C[C@@H]1CCCCO[C@H](CN(C)CC2CCCCC2)[C@@H](C)CN([C@H](C)CO)C(=O)c2cc(NS(=O)(=O)c3ccc(F)cc3)ccc2O1,8,x
Cc1cc(C(=O)Nc2cccc3c2O[C@@H](CN(C)C(=O)Nc2c(C)noc2C)[C@H](C)CN([C@@H](C)CO)C3=O)n(C)n1,x,-1
O=C1CC(c2ccc(O)c(O)c2)Oc2cc(O)cc(O)c21 (configuration not stated),x,17
Cc1noc(C)c1NC(=O)N(C)C[C@@H]1Oc2ccc(NC(=O)Nc3ccc(F)cc3)cc2CC(=O)N([C@H](C)CO)C[C@@H]1C,1,4
Cc1ccc(S(=O)(=O)c2nc(-c3ccccc3)oc2NCCN2CCOCC2)cc1,0,20
C[C@@H]1CN([C@H](C)CO)C(=O)Cc2cc(NC(=O)CCC(F)(F)F)ccc2O[C@@H]1CN(C)Cc1ccc(Oc2ccccc2)cc1,-3,x
Cc1cc(=O)[nH]c(SCC(=O)Nc2ccc(Br)cc2F)n1,-1,2
COc1cccc(NC(=O)N(C)C[C@@H]2Oc3ncc(C#Cc4cccnc4)cc3C(=O)N([C@@H](C)CO)C[C@H]2C)c1,x,13
c1ccc(-c2noc(COc3cccc4ccccc34)n2)nc1,-1,87*
C[C@@H]1CN([C@H](C)CO)C(=O)Cc2cc(NS(=O)(=O)c3ccc(F)cc3)ccc2O[C@@H]1CN(C)Cc1ccccc1,-1,x
O=C(CN1C(=O)C2C3CC(c4ccccc4)C(C3)C2C1=O)Nc1cccc([N+](=O)[O-])c1 (configuration not stated),1,-13
C[C@@H]1CN([C@@H](C)CO)C(=O)c2cc(NC(=O)CCC(F)(F)F)ccc2O[C@@H]1CN(C)Cc1ccc(Cl)c(Cl)c1,-2,x
CC(C)(C)c1ccc(OCC(=O)Nc2ncn[nH]2)c(Br)c1,2,47
COc1cccc(NC(=O)CN(c2ccc(Br)c(C)c2)S(C)(=O)=O)c1,2,1
O=C(NCCCO)c1cc2ccccc2oc1=O,4,7
C[C@H]1CN([C@@H](C)CO)C(=O)c2cc(-c3cccnc3)cnc2O[C@@H]1CN(C)Cc1ccc(Oc2ccccc2)cc1,x,-21
C[C@H]1CN([C@@H](C)CO)C(=O)c2cc(NC(=O)C3CCCCC3)ccc2O[C@H]1CN(C)Cc1ccc(Oc2ccccc2)cc1,1,x
CNC[C@H]1OCCCC[C@H](C)Oc2ccc(NS(=O)(=O)c3c(C)noc3C)cc2C(=O)N([C@H](C)CO)C[C@@H]1C,x,-3
C[C@H]1CN([C@@H](C)CO)C(=O)c2cc(NS(C)(=O)=O)ccc2O[C@H]1CN(C)C(=O)Nc1cccc2ccccc12,-1,x
COc1ccc(CN(C)C[C@@H]2Oc3c(NS(=O)(=O)c4ccc(Cl)cc4)cccc3C(=O)N([C@@H](C)CO)C[C@@H]2C)cc1,x,-11

# Entries of single compounds, quoted from the list. Values in the order: STK33 kin inh	p53 PUMA act
# Record of O=C(CN1C(=O)C2C3CC(c4ccccc4)C(C3)C2C1=O)Nc1cccc([N+](=O)[O-])c1 (configuration not stated) → 1	-13
# Record of C[C@H]1CN([C@@H](C)CO)C(=O)c2cc(-c3cccnc3)cnc2O[C@@H]1CN(C)Cc1ccc(Oc2ccccc2)cc1 → x	-21
# Record of C[C@@H]1CCCCO[C@H](CN(C)CC2CCCCC2)[C@@H](C)CN([C@H](C)CO)C(=O)c2cc(NS(=O)(=O)c3ccc(F)cc3)ccc2O1 → 8	x
# Record of Cc1cc(=O)[nH]c(SCC(=O)Nc2ccc(Br)cc2F)n1 → -1	2
# Record of CC(C)(C)c1ccc(OCC(=O)Nc2ncn[nH]2)c(Br)c1 → 2	47

# The list goes on:
SMILES,STK33 kin inh,p53 PUMA act
CCCN(C)C[C@@H]1Oc2ncc(C#CCN(C)C)cc2C(=O)N([C@H](C)CO)C[C@@H]1C,-4,6
Cc1cc(C)nc(SC(C)C(=O)Nc2cccc3ccccc23)n1 (configuration not stated),-1,-1
Cc1cc(Cl)ccc1N(CC(=O)Nc1cc(Cl)cc(Cl)c1)S(C)(=O)=O,2,-9
Cc1noc(C)c1NC(=O)N(C)C[C@H]1OCc2cnnn2CCCC(=O)N([C@H](C)CO)C[C@H]1C,-3,x
Cc1ccc(S(=O)(=O)N(C)C[C@@H]2OCc3cnnn3CCCC(=O)N([C@H](C)CO)C[C@@H]2C)cc1,0,x
C[C@H]1CN([C@@H](C)CO)C(=O)Cc2cc(NC(=O)C3CC3)ccc2O[C@H]1CN(C)S(C)(=O)=O,3,x
CNS(=O)(=O)c1cc(-c2nnc(Nc3cccc(O)c3)c3ccccc23)ccc1C,0,12
COc1ccc(S(=O)(=O)Nc2ccc3c(c2)C(=O)N([C@H](C)CO)C[C@H](C)[C@H](CN(C)S(=O)(=O)c2ccccc2)OCCCC[C@@H](C)O3)cc1,4,x
CC(Sc1ncnc2sc3c(c12)CCCC3)C(=O)Nc1ccc(Br)cc1 (configuration not stated),3,-19
C[C@H]1CN([C@@H](C)CO)C(=O)Cc2cc(NC(=O)CCN3CCOCC3)ccc2O[C@H]1CN(C)C(=O)Nc1ccccc1,-2,6
C[C@@H]1CCCCO[C@H](CN(C)CC2CCCCC2)[C@@H](C)CN([C@H](C)CO)C(=O)c2cc(NC(=O)Nc3ccc4c(c3)OCO4)ccc2O1,-12,x
CC(=O)c1cccc(NC(=O)Cn2ccc([N+](=O)[O-])n2)c1,4,-9
C[C@H]1CN([C@@H](C)CO)C(=O)Cc2cc(NC(=O)CCN3CCOCC3)ccc2O[C@@H]1CN(C)S(=O)(=O)c1cn(C)cn1,0,-6
C[C@@H]1CCCCO[C@@H](CN(C)C(=O)Nc2ccc(F)cc2)[C@@H](C)CN([C@H](C)CO)C(=O)c2cc(NS(=O)(=O)c3ccccc3)ccc2O1,2,8
CS(=O)(=O)N(CC(=O)Nc1cc(Cl)ccc1Oc1ccccc1)C1CCCCC1,-2,-5
C[C@@H]1CN([C@@H](C)CO)C(=O)CCCn2nncc2CO[C@@H]1CN(C)S(=O)(=O)c1ccc(Cl)cc1,8,2
O=C(OCc1nc2ccccc2[nH]1)C12CC3CC(CC(C3)C1)C2,x,8
C[C@@H]1CN([C@H](C)CO)C(=O)c2cc(N(C)C)ccc2O[C@H]1CN(C)Cc1ccc2c(c1)OCO2,x,2
C[C@@H]1CN([C@@H](C)CO)C(=O)c2cc(NC(=O)Cc3ccccc3)ccc2O[C@@H](C)CCCCO[C@@H]1CN(C)C(=O)c1ccncc1,x,14
C[C@H](CO)N1C[C@H](C)[C@H](CN(C)Cc2cccc(F)c2)Oc2ncc(C#CC(C)(C)O)cc2C1=O,x,10
Cc1coc(C)c1C(=O)CC1(O)C(=O)Nc2ccc(Br)cc21 (configuration not stated),2,3
C[C@@H]1CN([C@@H](C)CO)C(=O)Cc2cc(NC(=O)C3CC3)ccc2O[C@H]1CN(C)C(=O)Nc1ccc(F)cc1,x,7
C[C@@H]1CN([C@H](C)CO)C(=O)Cc2cc(NC(=O)Nc3ccccc3)ccc2O[C@@H]1CN(C)S(C)(=O)=O,2,x
Cc1noc(C)c1S(=O)(=O)Nc1ccc2c(c1)CC(=O)N([C@H](C)CO)C[C@@H](C)[C@H](CN(C)Cc1ccc(C(F)(F)F)cc1)O2,-1,x
O[C@H]1[C@H]2c3cc4c(cc3CN3CCC(=C[C@@H]1O)[C@H]23)OCO4,2,-73
C[C@H](CO)N1C[C@H](C)[C@@H](CN(C)C(=O)Nc2ccc(C(F)(F)F)cc2)Oc2c(NC(=O)C3CCOCC3)cccc2C1=O,-3,5
C[C@H](CO)N1C[C@H](C)[C@H](CN(C)S(=O)(=O)c2cn(C)cn2)Oc2c(NC(=O)Nc3cccc4ccccc34)cccc2C1=O,x,-3
O=C(CSc1nc2ccccc2[nH]1)Nc1ccc(Br)cc1F,0,12
C[C@H]1CN([C@@H](C)CO)C(=O)c2cc(C#CCc3ccccc3)cnc2O[C@H]1CN(C)Cc1cccc(C(=O)O)c1,x,4
C[C@H]1CN([C@@H](C)CO)C(=O)c2cc(NC(=O)c3ccncc3)ccc2O[C@H]1CN(C)S(C)(=O)=O,-2,x
CC(C)[C@@H]1CC[C@@H](C)C[C@H]1OC(=O)c1ccccc1,2,x
COc1cccc2c1N(C(C)=O)C1CC(C)CCC1C2(C)C (configuration not stated),0,x
COc1ccc(CN(C)C[C@H]2Oc3ccc(NC(=O)c4ccncc4)cc3CC(=O)N([C@@H](C)CO)C[C@@H]2C)cc1,-7,11
C[C@H](CO)N1C[C@H](C)[C@@H](CN(C)C(=O)Nc2ccc(C(F)(F)F)cc2)Oc2ccc(NC(=O)Nc3ccc(F)cc3)cc2C1=O,2,x
COc1ccc(NC(=O)N(C)C[C@@H]2OCCCC[C@@H](C)Oc3ccc(NS(=O)(=O)c4ccc(Cl)cc4)cc3C(=O)N([C@H](C)CO)C[C@@H]2C)cc1,6,x
CNC[C@@H]1Oc2c(NC(=O)c3nc4ccccc4s3)cccc2C(=O)N([C@H](C)CO)C[C@@H]1C,x,10
C[C@H](CO)N1C[C@H](C)[C@H](CN(C)Cc2ccncc2)OCc2cn(nn2)CCCC1=O,0,0
COc1ccc(S(=O)(=O)N(C)C[C@H]2Oc3ccc(NS(C)(=O)=O)cc3C(=O)N([C@H](C)CO)C[C@@H]2C)cc1,x,5
Cn1cnnc1SCC(=O)c1ccc([N+](=O)[O-])cc1,-2,-2
C[C@H]1CN([C@@H](C)CO)C(=O)Cc2cc(N(C)C)ccc2O[C@H]1CN(C)S(=O)(=O)c1ccccc1,x,10

# Structural class: the compounds so far with two or more sulfur atoms
SMILES,STK33 kin inh,p53 PUMA act
COc1ccc(S(=O)(=O)Nc2ccc3c(c2)C(=O)N([C@H](C)CO)C[C@H](C)[C@H](CN(C)S(=O)(=O)c2ccccc2)OCCCC[C@@H](C)O3)cc1,4,x
CC(Sc1ncnc2sc3c(c12)CCCC3)C(=O)Nc1ccc(Br)cc1 (configuration not stated),3,-19
COc1ccc(S(=O)(=O)N(C)C[C@H]2Oc3ccc(NS(C)(=O)=O)cc3C(=O)N([C@H](C)CO)C[C@@H]2C)cc1,x,5

# Further compounds.
SMILES,STK33 kin inh,p53 PUMA act
O=C(COc1ccc2c(-c3ccccc3)cc(=O)oc2c1)c1ccccc1,x,26
C[C@@H]1CN([C@H](C)CO)C(=O)Cc2cc(NC(=O)CCN3CCOCC3)ccc2O[C@@H]1CN(C)Cc1ccc(C(=O)O)cc1,0,-4
COc1cc(Cc2nnc(C(=O)NC(C)C)o2)cc(OC)c1OC,x,-7
COc1ccc(-c2ccc3c(c2)O[C@H](CN(C)Cc2cccnc2)[C@@H](C)CN([C@@H](C)CO)S3(=O)=O)cc1,x,-40
C[C@@H]1CCCCO[C@@H](CN(C)S(=O)(=O)c2ccc(F)cc2)[C@@H](C)CN([C@H](C)CO)C(=O)c2cc(NC(=O)Nc3ccc(F)cc3)ccc2O1,2,2
CNC[C@@H]1Oc2c(NS(=O)(=O)c3ccc(Cl)cc3)cccc2C(=O)N([C@@H](C)CO)C[C@H]1C,x,0
O=C(CSc1nnc(-c2ccccc2)n1-c1ccccc1)Nc1ccccc1F,3,-32
C[C@H](CO)N1C[C@H](C)[C@H](CN(C)C(=O)NC2CCCCC2)Oc2c(NC(=O)c3ccncc3)cccc2C1=O,x,1
N#Cc1cc(Oc2ccc(F)cc2)c(-n2nnc3ccccc32)cc1C#N,x,15
C[C@H]1CN([C@@H](C)CO)C(=O)Cc2cc(NC(=O)Nc3ccc4c(c3)OCO4)ccc2O[C@H]1CN(C)C(=O)Nc1ccc(C(F)(F)F)cc1,2,x
CC(C)c1nnc(NC(=O)CC(NC(=O)c2ccccc2)c2ccccc2)s1 (configuration not stated),x,14
O=C(CN1C(=O)c2ccccc2C1=O)Nc1ccc(-c2nc3ccccc3o2)cc1,9,28
CC(C)NC(=O)Nc1ccc2c(c1)C(=O)N([C@@H](C)CO)C[C@@H](C)[C@H](CN(C)S(=O)(=O)c1cccs1)OCCCC[C@@H](C)O2,x,6
COc1ccc(NC(=O)N(C)C[C@@H]2Oc3ccc(NS(C)(=O)=O)cc3CC(=O)N([C@H](C)CO)C[C@@H]2C)cc1,2,x
COc1cc(NS(=O)(=O)c2c(C)oc3c(F)c(F)c(F)c(F)c23)cc(OC)c1OC,x,-19
C[C@@H]1CN([C@@H](C)CO)C(=O)Cc2cc(NC(=O)Nc3ccccc3)ccc2O[C@@H]1CN(C)C(=O)Nc1ccc(F)cc1,0,3
Cc1ccc(-c2nc3cccnc3o2)cc1NC(=O)COc1ccc(C(C)(C)C)cc1,1,-5
Cc1noc(C)c1NC(=O)N(C)C[C@@H]1OCCCC[C@H](C)Oc2ccc(NC(=O)CCC(F)(F)F)cc2C(=O)N([C@H](C)CO)C[C@@H]1C,x,8
CNC[C@@H]1Oc2ccc(NC(=O)Cn3cnnn3)cc2CC(=O)N([C@@H](C)CO)C[C@H]1C,x,-1
Cc1nn(CC(=O)Nc2ccc(F)cc2)c(C)c1[N+](=O)[O-],-1,10
C[C@@H]1CN([C@@H](C)CO)C(=O)c2cc(NS(=O)(=O)c3ccc(F)cc3)ccc2O[C@@H]1CN(C)Cc1ccc(C(=O)O)cc1,0,x
Cc1c(Cl)cccc1N(CC(=O)Nc1cc(Cl)cc(Cl)c1)S(C)(=O)=O,0,-11
N#Cc1c(SCc2ccccc2Cl)nc2c(c1C(F)(F)F)CCc1occc1-2,x,-8
C[C@H]1CCCCO[C@H](CN(C)Cc2ccc3c(c2)OCO3)[C@@H](C)CN([C@@H](C)CO)C(=O)c2cc(NS(=O)(=O)c3ccccc3)ccc2O1,x,-8
CC(C)NC(=O)N(C)C[C@H]1Oc2ccc(NC(=O)C3CC3)cc2CC(=O)N([C@@H](C)CO)C[C@H]1C,1,1
C[C@@H]1CN([C@H](C)CO)C(=O)c2cccc(N(C)C)c2O[C@@H]1CN(C)Cc1ccc(Cl)c(Cl)c1,x,5
C[C@@H]1CN([C@@H](C)CO)C(=O)c2cc(C#CC3CCCCC3)cnc2O[C@@H]1CN(C)C(=O)Nc1ccccc1,x,-18

# Reformatted with bars between the fields: entries from further up
mol | STK33 kin inh | p53 PUMA act
C[C@@H]1CN([C@H](C)CO)C(=O)Cc2cc(NS(=O)(=O)c3ccc(F)cc3)ccc2O[C@@H]1CN(C)Cc1ccccc1 | -1 | x
O=C(CN1C(=O)C2C3CC(c4ccccc4)C(C3)C2C1=O)Nc1cccc([N+](=O)[O-])c1 (configuration not stated) | 1 | -13
